# D2 antag: antagonists of human D2 dopamine receptor. P14416. inhibition, % at 10 µM. actives 2% (n = 340,000). HEK293 TREx D2 cells, calcium flux, dopamine EC80; in the data active = inhibition above about 30%; note: 0% is about no effect
# Target sequence (P14416 whole entry, looked up): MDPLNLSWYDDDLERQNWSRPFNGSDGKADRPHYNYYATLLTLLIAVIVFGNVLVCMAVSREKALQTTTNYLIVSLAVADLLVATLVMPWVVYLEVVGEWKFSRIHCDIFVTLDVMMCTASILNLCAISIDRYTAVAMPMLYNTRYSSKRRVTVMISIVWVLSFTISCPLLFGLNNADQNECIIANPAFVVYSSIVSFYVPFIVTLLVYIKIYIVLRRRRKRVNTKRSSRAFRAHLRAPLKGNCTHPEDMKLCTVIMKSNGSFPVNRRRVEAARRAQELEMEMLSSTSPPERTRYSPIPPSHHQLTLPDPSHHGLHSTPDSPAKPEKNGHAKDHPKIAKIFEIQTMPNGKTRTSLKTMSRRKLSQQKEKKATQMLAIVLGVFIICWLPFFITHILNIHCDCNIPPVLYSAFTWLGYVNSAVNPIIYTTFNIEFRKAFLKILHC
#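 Antagonism is scored as inhibition of an EC80 dopamine-evoked calcium signal in a force-coupled, tetracycline-inducible HEK293 T-REx D2 line, with compound present 180 s before agonist.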
# D2 agonist: agonists of human D2 dopamine receptor; HEK293 T-REx D2 cells, calcium flux agonist mode; P14416; actives 0.53% (n = 340,000); activation, % at 2 µM;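 active = activation over 3 SD above normal in the single-dose calcium agonist read, cut at about 30% in these data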; note: 0% is about no effect
#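 Calcium-flux readout, 1 cycle/sec over 180 s following compound pin transfer, in inducible HEK293 Trex D2 cells (force-coupled); dopamine controls included. Positive calcium responses during this window marked compounds as potential agonists.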
# TRHR enhancer: TRH receptor (human) allosteric enhancement; P34981; TRHR cells, fluo-8 calcium fluorescence, EC20 TRH enhancement; enhancement, % at 2 µM; actives 0.66% (n = 360,000); AID 493056; in the data active = enhancement above about 30%; note: 0% is about no effect
# Target sequence (P34981 whole entry, looked up): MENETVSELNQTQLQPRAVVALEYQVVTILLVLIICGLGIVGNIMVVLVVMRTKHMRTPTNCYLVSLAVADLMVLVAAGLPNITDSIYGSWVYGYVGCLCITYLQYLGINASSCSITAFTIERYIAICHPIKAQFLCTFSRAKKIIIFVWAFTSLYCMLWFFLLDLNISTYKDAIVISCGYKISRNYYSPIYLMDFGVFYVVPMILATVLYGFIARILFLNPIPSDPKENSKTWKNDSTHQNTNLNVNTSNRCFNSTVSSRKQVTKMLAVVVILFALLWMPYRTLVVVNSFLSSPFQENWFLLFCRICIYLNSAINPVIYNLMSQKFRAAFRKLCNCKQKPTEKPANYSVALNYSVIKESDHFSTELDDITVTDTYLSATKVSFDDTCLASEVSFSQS
#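 Enhancer read-out: after compound pinning and an initial kinetic agonist-mode read, an EC20 of TRH (10 nM final) was injected and fluo-8 calcium signal (Ex 480/Em 530) followed at 1 s/cycle for 100 cycles in TRHR-expressing cells.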
# TrxR1 substrate: rat thioredoxin reductase 1 substrate activity; O89049; purified TrxR1 substrate turnover, NADPH consumption readout; Potency, µM (doses to about 114 µM), without a hit: at the highest dose activity change, negative = substrate turnover; actives 0.01% (n = 390,000); AID 588456; note: potency is the fitted concentration of half-maximal effect; % is set by controls: 0 for no effect and ±100 for the full control effect; nearly all actives have a fitted effect of over 50% in size
#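 Rat TrxR1, dispensed at 90 nM, was prereduced with 400 uM NADPH (final) for 5 min at ~22 deg C, then incubated with compound 15 min before 400 uM selenite. A first-read NADPH fluorescence drop versus no-compound background flagged substrates.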
# IDH1 R132H inh: inhibitors of human mutant IDH1 R132H. actives 0.093% (n = 390,000). IDH1-R132H enzyme, NADPH consumption, diaphorase/resazurin fluorescence. Potency, µM (titrated, usually from 76.6 µM), for the others: top-dose activity change, negative = inhibition, hits mostly inhibitors. O75874; note: potency is the fitted concentration of half-maximal effect; % is set by controls: 0 for no effect and ±100 for the full control effect; nearly all actives have a fitted effect of over 65% in size
#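 IDH1-R132H (0.5 ug/mL) preincubated 30 min with compound, then NADPH (0.016 mM) and alpha-KG (2 mM) added; 80 min at RT, pH 7.5. Remaining NADPH coupled via diaphorase/resazurin to fluorescence (540/590 nm); concentration-response curves normalized to no-enzyme control.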
# TRHR agonist: agonists of human TRH receptor; P34981; TRHR cells, calcium flux fluo-8, FDSS agonist mode; activation, % at 2 µM; actives 0.18% (n = 360,000); AID 493084; in the data active = activation above about 30%; note: 0% is about no effect
#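 Agonist-mode FDSS calcium read (Ex 480/Em 530, 1 s cycles) in 1536-well TRHR cells with fluo-8 dye, after 10-cycle baseline and 23 nL compound addition; TRH at EC20 (10 nM final) added afterwards for the enhancer phase.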
# Pin1 inhibitor: human Pin1 inhibition; Potency, µM (highest dose often 115 µM), without a hit: at the top dose activity, negative = inhibition, most hits filed as inhibitors; Pin1 FP peptide displacement, HiFluor488, 10 min; actives 0.009% (n = 390,000); active = well fitted inhibition curve with a large enough effect in the polarisation, with a control signal flat, not every such curve was filed as active; inconclusive = small, poorly fitted or top-dose-only effect, or effect the other way, or a change in a side signal; inactive = no such curve, though single readings can be large or run the other way; the % refers to the polarisation; note: potency is the fitted concentration of half-maximal effect; % is set by controls: 0 for no effect and ±100 for the full control effect
# Target sequence (Q13526 whole entry, looked up): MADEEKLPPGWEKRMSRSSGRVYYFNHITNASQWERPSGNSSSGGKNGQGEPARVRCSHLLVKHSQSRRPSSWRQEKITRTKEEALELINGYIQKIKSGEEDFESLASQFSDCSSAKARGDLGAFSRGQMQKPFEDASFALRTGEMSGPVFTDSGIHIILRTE
# rTrxR1 inhibitor: blocks rat thioredoxin reductase 1. recombinant rTrxR1, NADPH fluorescence consumption, selenite substrate. AID 588453. actives 1% (n = 390,000). Potency, µM (series often up to 114 µM), for the others: at the highest dose activity change, negative = inhibition, actives largely listed as inhibitors; note: potency is the fitted concentration of half-maximal effect; % is set by controls: 0 for no effect and ±100 for the full control effect; nearly all actives have a fitted effect of over 65% in size
#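 Rat TrxR1 (90 nM in the dispensed reagent) was pre-reduced with 400 uM NADPH for 5 min at room temperature, then incubated with compound for 15 min. After 400 uM selenite was added, NADPH fluorescence (Ex 340/Em 450 nm) was followed for 8 min.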
# USP1-UAF1 inh: USP1/UAF1 (human) deubiquitinase inhibition; O94782; recombinant USP1/UAF1, Ub-Rhodamine cleavage fluorescence; Potency, µM (highest dose often 57.1 µM), for the others: at the highest dose activity change, negative = inhibition, actives largely listed as inhibitors; actives 0.23% (n = 390,000); AID 743255; note: potency is the fitted concentration of half-maximal effect; % is set by controls: 0 for no effect and ±100 for the full control effect; nearly all actives have a fitted effect of over 60% in size; inactives centre near -12
#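 Step one: compound is pinned into 1nM USP1/UAF1 in HEPES pH 7.8 buffer with TCEP. Step two: 15 min room-temperature incubation. Step three: Ub-Rho (150nM final) starts cleavage, tracked by fluorescence over six one-minute reads.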
# * marks the source's active call; other numbers are inactive results; ? = inconclusive; . = no result given; [ ] = dose if it differs, or a comment. Unless noted, calls come from the whole dose curve; as a rule, active = well fitted inhibition curve with a large enough effect; inconclusive = small, poorly fitted or top-dose-only effect; inactive = no such curve, though single readings can be large or run the other way. Only part of the results is shown. The share of hits here may be higher or lower than overall.
molecule | D2 agonist | IDH1 R132H inh | D2 antag | rTrxR1 inhibitor | USP1-UAF1 inh | TRHR enhancer | Pin1 inhibitor | TrxR1 substrate | TRHR agonist
O=C(CCc1nc2ccccc2[nH]1)Nc1ccccc1 | -0.7 | 1.3% | 2.5 | 11.0%[57.1 µM] | -6.9% | 9.0 | -2.8% | -0.9%[57.1 µM] | -0.1
O=[N+]([O-])c1ccc(Nc2c3ccccc3nc3ccccc23)cc1 | 0.5 | 0.0% | 11.9 | 8.5%[57.1 µM] | -20.2% | -3.4 | 4.3% | -11.4%[57.1 µM] | -1.6
CC[C@H](C)[C@H](NC(N)=O)C(=O)NNC(=O)c1ccc(COc2cccc3cccnc23)cc1 | 1.1 | 7.2% | -2.2 | 19.4% | 0.1% | 3.8 | -4.7% | 9.5% | 0.6
CC(=O)NC(CC(=O)OCC(=O)c1c(N)n(C)c(=O)n(C)c1=O)c1ccccc1 (configuration not stated) | 1.4 | 3.3% | -6.5 | 21.1%[57.1 µM] | -14.1% | -0.7 | -7.5% | 6.1%[57.1 µM] | 0.2
Cc1cc(NC(=O)CSc2nccn2C)no1 | . | -0.6% | . | 30.7% | -8.1% | 0.0 | -1.0% | 6.0% | -0.2
COC(=O)COc1ccc(S(=O)(=O)NCc2ccco2)cc1 | 0.0 | 2.4% | 4.2 | -33.7% | ? | -0.9 | -3.0% | 12.9% | 0.1
CCO/N=C(\N)c1[nH]ncc1Br | 0.2 | 4.6% | -12.8 | 12.5% | 1.8% | 14.5 | 1.4% | -4.8% | -0.9
Cc1ccc(Cl)cc1N1CCN(Cc2nc3c(c(=O)[nH]c(=O)n3C)n2Cc2ccccc2F)CC1 | -0.6 | -10.2% | 15.6 | 21.2% | ? | 19.4 | ? | 5.9% | -1.0
COc1ccc(NC(=O)C(=O)NCC(c2ccco2)N2CCc3ccccc3C2)cc1OC (configuration not stated) | -0.6 | 0.3% | -3.4 | 6.0% | -10.7% | 3.9 | 10.2% | -7.1% | -0.1
CNc1nc2sc3c(c2c(=O)n1C)CC(C)(C)SC3 | -1.6 | 1.6% | 11.7 | -9.3% | -25.2% | 4.9 | 6.0% | 0.5% | -0.2
COc1ccc(N(CC(=O)N2CCN(c3cccc(OC)c3)CC2)S(=O)(=O)c2c(C)noc2C)cc1 | 0.3 | -9.1% | . | 18.6% | -24.1% | -3.4 | 23.9% | -2.2% | 0.4
CC(C)Cn1c2c(c(=O)[nH]c1=O)C(NS(=O)(=O)c1ccc(Cl)cc1)(C(F)(F)F)C(=O)N2 (configuration not stated) | -0.2 | 11.4% | -6.3 | 35.8% | -13.4% | -3.7 | -13.1% | 5.5% | 0.4
Cc1ccc(C)c(S(=O)(=O)NNC(=O)c2sc(NS(=O)(=O)c3ccccc3)nc2C)c1 | 0.3 | 2.8% | -5.0 | -8.9% | -3.0% | -9.4 | -1.6% | -9.8% | 0.0
Oc1ccc(Br)cc1CNc1ccccn1 | -1.0 | 0.0% | 7.6 | -7.2% | -23.2% | 14.0 | -8.7% | -3.8% | -0.1
NC(=O)[C@@H]1CC2(CC(c3cccc(NC(=O)CC(c4ccccc4)c4ccccc4)c3)=NO2)CN1C(=O)c1ccc(Cl)cc1 (some centres not stated) | -0.2 | -5.8% | 1.3 | 11.4%[57.1 µM] | 19.7% | -2.9 | 5.3% | -5.8% | 1.6
CCOc1ccccc1N1CCN(CC(=O)Nc2ccccc2C(=O)NC2CC2)CC1 | 0.3 | 2.5% | 13.4 | 3.5% | -4.5% | -2.7 | -8.2% | -3.1% | -0.2
CCn1c(SCC(=O)NCC2CCCO2)nnc1-c1ccc(S(=O)(=O)N2CCN(C)CC2)cc1 (configuration not stated) | 0.8 | 1.4% | -3.0 | 41.0%[activator][57.1 µM] | -8.7% | 1.9 | -6.1% | 12.0%[57.1 µM] | 1.1
CCn1c(SCC(=O)NC2CCCCC2)nc2c(c1=O)SC(C)C2 (configuration not stated) | 1.0 | -4.0% | -9.4 | -11.4% | -0.5% | -2.7 | 0.5% | -16.6% | 0.4
Cc1cc(NC(=O)C(C)(C)C)cc(-c2nc3ncccc3o2)c1O | 1.0 | 0.0% | . | 4.8% | -14.7% | -1.7 | ? | 3.5% | 1.5
COC(=O)c1sccc1NC(=O)CC1C(=O)NCCN1C(=O)Nc1ccc(F)cc1F (configuration not stated) | 0.5 | -5.5% | -6.5 | 1.2% | -20.7% | -4.6 | 21.3% | -32.9% | 0.2
COc1ccc(-c2nc(C)c(CCNC(=O)c3ccc(F)c(F)c3)s2)cc1 | . | 2.1% | . | 15.0%[57.1 µM] | -17.9% | -0.6 | -4.7% | 8.6%[57.1 µM] | -0.7
N#Cc1c(-c2cccc(Br)c2)cc(-c2ccco2)[nH]c1=O | 0.0 | 0.5% | -11.1 | ? | ? | 5.5 | ? | 37.8%[activator][57.1 µM] | 5.9
N#Cc1nn(-c2ccccc2)nc1N1CCCCC1 | . | 4.8% | . | 54.1%[activator][57.1 µM] | 0.5% | -0.3 | ? | 279.0%[activator][57.1 µM] | -0.1
COc1ccc(Nc2cc(=O)n(C3CCCCC3)c(=O)[nH]2)c(OC)c1 | -0.9 | 3.6% | 14.3 | 3.8% | -14.7% | -14.2 | -3.2% | 1.0% | 0.1
CCOC(=O)N1CCN(Cc2cc(=O)oc3ccc(Cl)cc23)CC1 | -0.3 | 2.0% | -8.7 | -7.3% | -2.1% | 0.2 | -0.8% | 2.0% | -0.1
COC(=O)c1c(Cl)c2n3ccccc3c(C)c(-c3ccccc3)c-2c1C(=O)OC | 0.5 | 1.0% | 5.1 | ? | -20.0% | 0.8 | ? | -14.8% | 1.0
C/C(CC(=O)Nc1ccc(Cl)cc1)=N\NC(=O)C(=O)NCCO | -0.1 | 0.8% | 10.5 | ? | -2.0% | -2.2 | -8.4% | -1.7%[57.1 µM] | -1.1
Brc1csc2ncccc12 | 0.4 | -0.2% | -3.9 | 3.4%[57.1 µM] | 0.4% | 5.3 | -10.7% | 4.3%[57.1 µM] | -1.0
Cc1ccc2[nH]c(=O)c(COC(=O)c3ccccn3)cc2c1 | 0.4 | -0.6% | 5.6 | -4.9%[57.1 µM] | 1.1% | -3.0 | -0.2% | 5.6%[57.1 µM] | 0.6
O=C(c1cc[n+]([O-])cc1)N1CCc2c([nH]c3ccccc23)C1c1ccccc1Cl (configuration not stated) | -0.2 | -9.3% | -30.1 | 11.8%[57.1 µM] | -24.3% | 9.2 | -1.1% | 4.6%[57.1 µM] | -0.4
CC(C)(CN1CCc2ccccc2C1)NS(=O)(=O)c1ccccc1 | -0.4 | 10.0% | -7.7 | 18.5% | -12.7% | -4.7 | 1.8% | -0.1% | 0.0
Cc1[nH][nH]c(=O)c1C=Nc1ccc(C(F)(F)F)cc1 | 1.5 | -9.3% | 13.9 | -6.8% | 0.0% | -1.8 | -11.0% | -10.2% | 0.2
O=C1NC[C@H](c2ccccc2)OC(=O)[C@H](Cc2ccc(F)cc2)CC/C=C/C[C@H]1CC(=O)N(CCO)Cc1ccccc1 | . | 1.3% | . | 25.4% | -3.0% | . | -6.2% | -7.9% | .
OC(CNCc1ccccc1)COCc1ccc(Cl)cc1 (configuration not stated) | 0.9 | -3.5% | -12.1 | 10.2%[57.1 µM] | -10.7% | 5.4 | -12.6% | 5.8%[57.1 µM] | 1.3
Cn1nnc(C(O)CNCc2cccs2)n1 (configuration not stated) | -0.8 | 2.8% | -5.9 | 12.9%[57.1 µM] | -5.1% | -2.7 | 8.7% | 8.4%[57.1 µM] | -0.9
NS(=O)(=O)c1ccc(CCNC2CC(=O)N(Cc3ccccc3)C2=O)cc1 (configuration not stated) | 0.2 | 0.2% | -26.8 | -28.8% | -10.7% | 4.4 | -0.7% | 3.5% | -0.5
O=C1C2C3C=CC(CC3)C2C(=O)N1/N=C/c1ccc(O)c(O)c1 (configuration not stated) | 0.9 | 7.6% | -12.0 | -16.0% | -1.7% | 2.9 | -2.0% | -12.9% | -0.1
CCCC(=O)Nc1ccc(C(=O)NCC2CCCO2)cc1 (configuration not stated) | 0.6 | 3.5% | 14.2 | -12.8% | -18.3% | -4.9 | -15.5% | -5.7% | 0.0
CCN(CC(=O)Nc1ccccc1OC)C(=O)c1ccc(NS(=O)(=O)c2ccc(C(C)=O)cc2)cc1 | -1.4 | 1.9% | -0.7 | 6.0% | -15.9% | 0.1 | -0.6% | 4.3% | -0.1
CCc1cccc(CC)c1-n1c(SCC(=O)N2CCCc3ccccc32)nc(O)cc1=O | . | 1.7% | . | 2.0% | -19.3% | . | 22.2% | 1.2% | .
Cn1c(=O)c2c(-c3ccc(OC(F)F)cc3)cc(-c3ccccc3)nc2n(C)c1=O | -0.4 | -6.0% | -3.2 | 9.2% | 2.3% | -4.2 | -3.2% | -1.2% | -0.8
COc1ccc(C(=O)Nc2c(Cl)cc(Cl)cc2C(=O)NCc2ccco2)cc1 | 0.9 | -2.1% | -11.3 | -6.6%[57.1 µM] | -12.0% | 5.8 | 2.9% | 3.4%[57.1 µM] | 0.1
CC(=O)NC(CC(=O)NCCOc1ccccc1F)c1ccccc1 (configuration not stated) | -3.0 | 0.0% | 4.4 | -6.9% | -15.1% | 0.9 | -11.5% | -11.6% | -0.1

# Just D2 antag, IDH1 R132H inh and TRHR agonist, for some of the entries so far:
SMILES	D2 antag	IDH1 R132H inh	TRHR agonist
CCN(CC(=O)Nc1ccccc1OC)C(=O)c1ccc(NS(=O)(=O)c2ccc(C(C)=O)cc2)cc1	-0.7	1.9%	-0.1
CCc1cccc(CC)c1-n1c(SCC(=O)N2CCCc3ccccc32)nc(O)cc1=O	.	1.7%	.

# Bioassay records (PubChem BioAssay)
